Screening data as filed in PubChem BioAssay.
RORg inh = inhibitors of mouse ROR gamma transcriptional activity | P51450 | Drosophila S2 Gal4-RORgamma UAS-luciferase reporter, 20 h | Potency, µM (top dose mostly 53.6 µM), for inactives: top-dose activity change, negative = inhibition, most hits filed as inhibitors | 310,000 tested, 5.4% active | AID 2551; note: % is set by controls: 0 for no effect and ±100 for the full control effect; nearly all actives have a fitted effect of over 60% in size
Target sequence (P51450 whole entry, looked up, the tested form may be a part): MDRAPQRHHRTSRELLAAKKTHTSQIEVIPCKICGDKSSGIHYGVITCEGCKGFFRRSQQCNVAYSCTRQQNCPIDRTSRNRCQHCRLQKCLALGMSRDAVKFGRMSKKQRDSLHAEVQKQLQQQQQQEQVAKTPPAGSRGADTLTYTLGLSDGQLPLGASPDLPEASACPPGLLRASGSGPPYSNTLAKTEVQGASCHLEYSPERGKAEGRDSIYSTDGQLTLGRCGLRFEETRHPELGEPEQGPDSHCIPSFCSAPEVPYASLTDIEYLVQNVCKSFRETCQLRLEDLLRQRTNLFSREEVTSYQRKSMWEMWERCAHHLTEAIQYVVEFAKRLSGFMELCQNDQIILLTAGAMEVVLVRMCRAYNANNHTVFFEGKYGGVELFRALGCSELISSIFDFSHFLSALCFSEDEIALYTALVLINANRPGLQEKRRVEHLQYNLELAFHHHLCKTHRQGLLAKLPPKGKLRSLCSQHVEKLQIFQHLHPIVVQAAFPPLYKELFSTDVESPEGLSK
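In this cell-based reporter format, copper sulfate (700 uM final) drives Gal4–ROR gamma fusion expression from a metallothionein promoter in Drosophila Schneider cells; compounds preincubated 1 hr, reporter read after 20 hr at ambient temperature.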
Rab9 promoter act = activators of Rab9 promoter; Huh7 Rab9 promoter-luciferase reporter, luminescence, 24 h; Potency, µM (series often up to 9.22 µM), for the others: top-dose activation, negative = inhibition, usual class: activators; 320,000 tested, 2.8% active; AID 485297; note: % of control where 0% means no effect; nearly all actives have a fitted effect of over 60% in size
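Huh7 cells stably carrying a Rab9 promoter-luciferase reporter, 1500 cells per well in OP-MEM I with 10% FBS, treated with compound 24 hours at 37C. Luciferase activity read by luminescence after 10 minutes with Amplite reagent.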
uPA generation = blocks generation of uPA at the cell surface. cell surface uPA generation assay, qHTS. 330,000 tested, 0.31% active. Potency, µM (highest dose often 38.3 µM), for the others: at the highest dose activity change, negative = inhibition, actives largely listed as inhibitors. AID 540303; active = well fitted inhibition curve with a large enough effect; inconclusive = small, poorly fitted or top-dose-only effect; inactive = no such curve, though single readings can be large or run the other way; tested in mouse RAW 264.7 cells; note: % is set by controls: 0 for no effect and ±100 for the full control effect; nearly all actives have a fitted effect of over 55% in size
MBNL1-CUG inh = MBNL1-poly(CUG) RNA binding inhibition. TR-FRET MBNL1-His/biotin-(CUG)12 binding, 665/545 ratio. Q9NR56. 280,000 tested, 0.036% active. AID 2675. Potency, µM (top dose mostly 57.5 µM), without a hit: at the highest dose activity change, negative = inhibition, most hits filed as inhibitors; active = well fitted inhibition curve with a large enough effect in the signal ratio, with a control signal flat, not every such curve was filed as active; inconclusive = small, poorly fitted or top-dose-only effect, or effect the other way, or a change in a side signal; inactive = no such curve, though single readings can be large or run the other way; the % refers to the signal ratio; note: % is set by controls: 0 for no effect and ±100 for the full control effect
Target sequence (Q9NR56 whole entry, looked up): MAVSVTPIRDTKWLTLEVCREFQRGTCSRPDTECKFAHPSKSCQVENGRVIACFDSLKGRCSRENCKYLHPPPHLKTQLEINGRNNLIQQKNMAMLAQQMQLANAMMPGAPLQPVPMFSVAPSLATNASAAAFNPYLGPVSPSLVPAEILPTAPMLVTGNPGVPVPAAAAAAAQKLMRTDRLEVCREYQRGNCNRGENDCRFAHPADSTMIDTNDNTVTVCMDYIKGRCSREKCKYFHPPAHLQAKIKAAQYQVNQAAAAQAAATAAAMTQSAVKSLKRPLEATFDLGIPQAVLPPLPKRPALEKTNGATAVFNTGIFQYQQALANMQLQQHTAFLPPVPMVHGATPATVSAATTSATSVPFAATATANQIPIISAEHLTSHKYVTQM
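Ratiometric TR-FRET (665 over 545 nm, excitation 340 nm) tracks disruption of MBNL1-His/biotin-(CUG)12 complex after 60 min at room temperature, with compounds at 92 nM to 58 uM final.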
VP16 counter = counter-screen for ROR gamma inhibitors: Gal4-VP16 reporter; Drosophila S2 Gal4-VP16 UAS-luciferase, luminescence, 20 h; Potency, µM (highest dose often 53.6 µM), for inactives: at the top dose activity, negative = inhibition, most hits filed as inhibitors; 310,000 tested, 3.5% active; AID 2546;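 note: Gal4-VP16 expression switched on by copper sulfate through the metallothionein promoter; % is set by controls: 0 for no effect and ±100 for the full control effect; nearly all actives have a fitted effect of over 50% in size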
FLuc modulator = counter-screen for miR-21 project: firefly luciferase inhibitors or activators; AID 588342; 360,000 tested, 6.9% active; P08659; Potency, µM (highest dose often 57.5 µM), for inactives: at the highest dose activity change, negative = inhibition, hits mostly inhibitors; purified FLuc, Km substrates, luminescence inhibition;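 note: plate controls were vehicle for no effect and reference inhibitor for full effect; nearly all actives have a fitted effect of over 55% in size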
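Purified P. pyralis luciferase (10nM final) with 10uM D-luciferin and 10uM ATP (Km levels) in 50mM Tris acetate pH 7.5, 10mM Mg acetate, 0.01% Tween-20, 0.05% BSA; qHTS 6-point titration, ~60 µM downward; luminescence read.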
ELG1 genotox = genotoxicity induction in ELG1-luciferase HEK293T cells | HEK293T ELG1-luciferase reporter, luminescence, 16 h | Potency, µM (top dose mostly 46 µM), for the others: at the highest dose activity change, positive = activation, hits mostly activators | 330,000 tested, 1.3% active | AID 504466; note: % of control where 0% means no effect; nearly all actives have a fitted effect of over 60% in size
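Luminescence read-out: rising ELG1-luciferase signal, reflecting elevated ELG1 protein under genetic stress, flags genotoxic compounds. Cells were treated for 16 hr at 37 °C before ONE-Glo detection.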
NPC1 promoter act = activates the NPC1 promoter. 320,000 tested, 2.4% active. Potency, µM (highest dose often 9.22 µM), without a hit: at the top dose activation, most hits filed as activators. Huh7 NPC1 promoter luciferase reporter, 24 h;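 note: % of control where 0% means no effect; nearly all actives have a fitted effect of over 60% in size; reporter is driven by a mutant NPC1 promoter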
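Cells: Huh7 expressing luciferase under the NPC1 promoter, 1500/well. Seeded 2 h, compound added, incubated 24 h at 37 °C. Luciferase reagent, 10 min ambient, then luminescence.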
p53 reactivator = re-activators of mutant p53; Potency, µM (titrated, usually from 92.2 µM), without a hit: at the top dose activity change, positive = activation, hits mostly activators; 320,000 tested, 0.063% active; H1299 p53-A138V BP100-luciferase reporter, luminescence, 24 h; AID 504706; note: % of control where 0% means no effect; nearly all actives have a fitted effect of over 45% in size
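H1299 (p53-null), stable ts p53-A138V + BP100-Luc; 1000 cells/well, Opti-MEM/10% FBS; cpd 4 pt, 1:5; 24 h, 37 deg C, 5% CO2; detection reagent 10 min RT; luminescence.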
BRCA1 expr up = BRCA1 expression activation; Potency, µM (series often up to 46.1 µM), inactives show at the top dose activation, most hits filed as activators; AID 624202; 380,000 tested, 1.1% active; MCF7-BRCA1-FFLuc reporter, luminescence, 48 h; response scale: scaled: vehicle 0%, 10 µM genistein 100%; note: nearly all actives have a fitted effect of over 80% in size; some results filed as inactive show a strong effect at the top dose
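Luminescence from a BRCA1-driven firefly luciferase in MCF7 cells was read after 48 h compound exposure at 37 C. Data normalized against DMSO and a 10microM genistein activation control, then curve-fitted across the titration.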
Numbers without * were called inactive; ? = inconclusive; / = not tested or not shown; [ ] = dose if it differs, or a comment. Unless noted, calls come from the whole dose curve; as a rule, active = well fitted curve in the direction sought with a large enough effect; inconclusive = small, poorly fitted or top-dose-only effect, or another doubt; inactive = no such curve, though single readings can be large; an effect the other way counts as inactive or inconclusive. Potency is the fitted concentration of half-maximal effect.

#1 Cc1cc(C)c(NC(=O)CS(=O)CC(=O)Nc2ccc(F)cc2F)c(C)c1 (stereo not given)
#2 COc1ccc(NC(=S)N2CCC(NC(=O)C3CCCCC3)CC2)cc1
#3 CCOC(=O)c1cnc2ccc(OCC)cc2c1N1CCN(c2ccccc2OC)CC1
#4 Cc1ccc(S(=O)(=O)NC(=O)Nc2cccc(S(=O)(=O)N(C)C)c2)cc1
#5 CCN(CC)S(=O)(=O)c1ccc(N2CCN(C)CC2)c(NC(=O)c2cc(=O)c3ccccc3o2)c1
#6 COCCN(C(=O)CNC(=O)c1ccco1)C(C(=O)NC1CCCCC1)c1cccs1 (stereo not given)
#7 COc1ccc(NC(=O)CN(C)C(=O)CSCc2c(C)noc2C)cc1
#8 CC(C)(C)OC(=O)NCCCCCc1nnc(SCc2ccccc2)o1
#9 CC(=O)OCC1OC(OC(C)=O)C(NC(=O)Cc2ccccc2)C(OC(C)=O)C1OC(C)=O (stereo not given)
#10 Cc1cc(=O)n2nc(N3CCCC3C(=O)NCCCN3CC(C)CC(C)C3)sc2n1 (stereo not given)
screen / no.,1,2,3,4,5,6,7,8,9,10
RORg inh,10%,1%,-26%,/,0%,-2%,/,35%,1%,-7%
Rab9 promoter act,-7%,1%,-7%,/,5%,0%,0%,-4%,1%,-3%
uPA generation,-12%,0%,8%,3%,-3%,1%,13%,6%,-4%,4%
MBNL1-CUG inh,-9%,-4%,12%,/,3%,?,/,-1%,-1%,3%
VP16 counter,3%,5%,12%,/,-2%,0%,/,?,4%,-3%
FLuc modulator,0%,2%,-1%,/,0%,1%,3%,?,0%,6%
ELG1 genotox,0%,-5%,-17%,0%,-13%,0%,-1%,-7%,2%,2%
NPC1 promoter act,-4%,0%,-3%,/,2%,0%,-2%,-3%,-5%,0%
p53 reactivator,-4%,5%,1%,0%,2%,-10%,-2%,0%,10%,2%
BRCA1 expr up,15%,15%,-80%,0%,-11%,-11%,-18%,0%,0%,-5%

#11 Cc1ccc(-c2ccc(OCC(=O)N3CCOCC3)cc2)cc1
#12 O=C(Nc1ccc(S(=O)(=O)Nc2nccs2)cc1)c1cccc(F)c1
#13 CCn1c(=NC(=O)c2ccc(N3C(=O)CCC3=O)cc2)sc2c(OC)ccc(OC)c21
#14 CCN(CC)CCCNC(=O)Cc1c(C(=O)O)n(C)c2ccccc12
#15 COc1ccc(NC(=O)C2CCN(S(=O)(=O)c3ccc4c(c3)CC(C)N4C(C)=O)CC2)cc1OC (stereo not given)
#16 COC(=O)Nc1ccc(S(=O)(=O)N2CCC(C(=O)N3CCCCC3C)CC2)cc1 (stereo not given)
#17 CSc1ccccc1OCc1cc(C(=O)N(C)Cc2nonc2C)no1
#18 Cc1cc(NCc2ccccn2)n2nc(C)c(-c3ccc(Cl)cc3)c2n1
#19 Cn1cc(CN2CCC(n3nccc3NC(=O)CCCc3ccccc3)CC2)cn1
#20 CC(C)Cc1ccc(C(C)C(=N)N)cc1 (stereo not given)
screen / no.,11,12,13,14,15,16,17,18,19,20
RORg inh,19%,10%,-20%,-2%,15%,24%,-4%,0.063µM*,-26%,2%
Rab9 promoter act,18%,0%,-7%,2%,-1%,-6%,2µM*,-32%[inhibitor],-2%,-14%
uPA generation,2%,-3%,11%,10%,-1%,/,2%,3%,1%,-2%
MBNL1-CUG inh,-7%,2%,148%[activator],0%,1%,-3%,-5%,/,0%,-4%
VP16 counter,?,0%,-25%,3%,-1%,-7%,-8%,0.71µM*,1%,-7%
FLuc modulator,19µM*,-2%,5%,1%,0%,-2%,13µM*,?,0%,2%
ELG1 genotox,?,-4%,5%,2%,-3%,-4%,?,-11%,5%,-8%
NPC1 promoter act,16%,0%,-2%,0%,0%,-5%,2.2µM*,-11%,0%,-3%
p53 reactivator,12%,1%,-7%,-2%,-13%,-1%,18%,-2%,2%,-12%
BRCA1 expr up,-15%,-16%,-35%,-1%,-11%,-28%,11µM*,-78%[inhibitor],5%,-26%

#21 COc1cc(C2=NOC(C(=O)N3CCN(c4ccc(F)cc4)CC3)C2)cc(OC)c1OC (stereo not given)
#22 COc1ccc(Cl)cc1NC(=O)COC(=O)C1CC(=O)N(Cc2ccccc2)C1 (stereo not given)
#23 CC(=O)Nc1nnc(CSCc2ccc(F)cc2)s1
#24 C/C(=N\N=C1\NC(=O)C(CC(=O)NCc2ccccc2)S1)C(C)C (stereo not given)
#25 CCOC(=O)c1c(N)sc(C(=O)N(C)C)c1CN1CCOCC1
#26 CC(C)c1nc2sc3c(=O)n(N)cnc3c2c2c1COC(C)(C)C2
#27 NC(=O)CSc1nnc(-c2cccc(S(=O)(=O)N3CCOCC3)c2)n1C1CCCCCC1
#28 COC(=O)c1ccc(N2CCCCC2)c(NS(=O)(=O)c2ccc(C)cc2)c1
#29 O=C(CSc1nc2ccccc2o1)N1CCN(c2ccc(Cl)cc2)CC1
#30 CC1=NNC(=O)C1C(c1ccc(Cl)cc1)C(C#N)C#N (stereo not given)
screen / no.,21,22,23,24,25,26,27,28,29,30
RORg inh,?,/,13%,-26%,?,0%,-14%,7%,-17%,3%
Rab9 promoter act,-8%,/,1%,-5%,5%,1%,0%,-4%,-13%,-9%
uPA generation,/,19%,12%,-9%,/,-4%,9%,-9%,0%,3%
MBNL1-CUG inh,-8%,/,-11%,4%,-2%,15%,5%,3%,-1%,-4%
VP16 counter,-13%,/,7%,-7%,?,0%,-6%,0%,-25%,5%
FLuc modulator,5%,/,0%,0%,-1%,0%,-2%,4%,0%,-8%
ELG1 genotox,-3%,2%,3%,-1%,0%,5%,2%,7%,-1%,4%
NPC1 promoter act,-1%,/,-4%,-7%,10%,1%,-1%,0%,0%,-3%
p53 reactivator,-11%,4%,4%,-2%,-3%,-6%,-1%,0%,-3%,-1%
BRCA1 expr up,-22%,-1%,38%,-11%,2%,-11%,-6%,-23%,0%,2%

Arranged by number of heavy atoms (smallest number first): 3 of the compounds above.
#23 CC(=O)Nc1nnc(CSCc2ccc(F)cc2)s1
#25 CCOC(=O)c1c(N)sc(C(=O)N(C)C)c1CN1CCOCC1
#28 COC(=O)c1ccc(N2CCCCC2)c(NS(=O)(=O)c2ccc(C)cc2)c1
screen / no.,23,25,28
RORg inh,13%,?,7%
Rab9 promoter act,1%,5%,-4%
uPA generation,12%,/,-9%
MBNL1-CUG inh,-11%,-2%,3%
VP16 counter,7%,?,0%
FLuc modulator,0%,-1%,4%
ELG1 genotox,3%,0%,7%
NPC1 promoter act,-4%,10%,0%
p53 reactivator,4%,-3%,0%
BRCA1 expr up,38%,2%,-23%

(more compounds)
#31 COc1ccc(Cc2nc3ccc(C(=O)NCc4ncc(C)[nH]4)cc3o2)cc1OC
#32 C[C@H]1NS(=O)(=O)c2ccc(Br)cc2O[C@H]1c1ccccc1
#33 CCc1ccc(N2C(=O)CC(Cn3nc(C)cc3C)C2=O)cc1 (stereo not given)
#34 CC1CCC2(CC1)NC(=O)N(CC(=O)c1ccc[nH]1)C2=O (stereo not given)
#35 Cc1ccc2nnc(Cl)n2n1
#36 CCc1noc(C)c1C(=O)NNC(=O)c1nn(CC)c(=O)c2ccccc12
#37 Cc1ccc(S(=O)(=O)N2CCCC2C(=O)O)s1 (stereo not given)
#38 CC(=O)N1N=C(c2ccccc2)OC12CCCC2
#39 O=c1oc2ccccc2c2c1C1O[C@](c3ccsc3)(Cc3c1ccc1ccccc31)O2
#40 Cc1ccc(SCCN2CCC(NC(=O)OCc3ccccc3)CCC2=O)cc1 (stereo not given)
#41 Cc1nc(-c2cccc(Br)c2)ccc1C(=O)O
#42 COc1ccc(C(=O)NC(=O)COC(=O)C2CC2C)cc1 (stereo not given)
screen / no.,31,32,33,34,35,36,37,38,39,40,41,42
RORg inh,4%,/,42%,-10%,?,/,?,-1%,?,2%,10%,/
Rab9 promoter act,6%,/,0%,3%,-4%,-3%,-3%,0%,-1%[1.84 µM],3%,8%,/
uPA generation,-7%,-2%,-1%,4%,1%,-5%,3%,7%,/,10%,-2%,2%
MBNL1-CUG inh,?,/,-10%,-1%,-1%,/,1%,-4%,23%[11.5 µM],-4%,/,/
VP16 counter,9%,/,0%,1%,-8%,/,13%,0%,0%[10 µM],0%,5%,/
FLuc modulator,-2%,/,-3%,-2%,2%,2%,-2%,-2%,?,-1%,-19%,/
ELG1 genotox,8%,2%,-2%,-1%,1%,1%,-1%,2%,/,-3%,0%,0%
NPC1 promoter act,4%,/,1%,-2%,1%,4%,-4%,-1%,18%[1.84 µM],3%,-9%,/
p53 reactivator,18%,-1%,-5%,4%,12%,-1%,2%,0%,/,16%,-5%,3%
BRCA1 expr up,21%,1%,5%,-3%,0%,2%,-2%,6%,/,0%,-5%,6%
